Kir21 inh: blocks the mouse Kir2.1 inward-rectifier potassium channel. HEK293-Kir2.1, FluxOR thallium flux fluorescence; active compounds read low. P35561. B-score at 10 µM. hit rate 0.85% among 310,000. AID 1672;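 active means fluorescence ratio B-score at or below minus 3 SD of library scores, with starting-brightness B-score within 2 SD, cut at about -4.2 in these data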;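 further: channel flux triggered by added potassium and thallium sulfate stimulus; B-score of peak minus minimum fluorescence over baseline after thallium stimulus; more negative B-score means stronger Kir2.1 block with less thallium influx; some compounds called inactive have numbers as strong as hits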
Target sequence (P35561 whole entry, looked up): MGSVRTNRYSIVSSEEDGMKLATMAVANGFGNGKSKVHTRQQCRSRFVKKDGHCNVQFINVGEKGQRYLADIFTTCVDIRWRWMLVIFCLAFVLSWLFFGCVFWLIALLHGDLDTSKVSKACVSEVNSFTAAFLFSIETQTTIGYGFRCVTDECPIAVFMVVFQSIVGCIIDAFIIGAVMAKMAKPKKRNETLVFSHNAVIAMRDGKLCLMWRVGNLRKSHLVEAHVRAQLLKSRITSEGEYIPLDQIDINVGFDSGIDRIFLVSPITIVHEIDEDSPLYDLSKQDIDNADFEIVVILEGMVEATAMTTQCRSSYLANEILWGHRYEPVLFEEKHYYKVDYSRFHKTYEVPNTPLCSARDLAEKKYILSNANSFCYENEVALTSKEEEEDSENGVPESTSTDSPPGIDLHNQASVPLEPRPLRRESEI
KCNQ2 inh: KCNQ2 channel blockers in CHO-K1 cells – cell-based, FluxOR thallium flux, B-score, primary screen (AID 2156); B-score at 10 µM; hit rate 1.1% among 310,000; O88943; 20 min; active compounds read low;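 active means fluorescence ratio B-score at most minus 3 library SDs, with starting brightness B-score within 2 library SDs, cut at about -5.5 in these data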
Active calls of the source: *; i = inactive.

SMILES	Kir21 inh	KCNQ2 inh
COc1ccc(CCNC(=O)CC2SC(=NCCc3ccccc3)NC2=O)cc1OC (stereo unspecified)	2.6	i
CCOc1cc(C)nc(N2CCN(C3CCCCC3)CC2)n1	2	i
O=C(COC(=O)/C=C/c1ccc(OC(F)F)cc1)NCCN1C(=O)CSC1=O	-0.91	i
CCOC(=O)c1ccc(-n2c(CC)nc3ccccc3c2=O)cc1	-1.1	i
Nc1[nH]ncc1N=Nc1ccc(Cl)cc1	-0.82	i
CCc1cc(C(=O)N2CCCC(CCC(=O)N3CCN(c4ccccn4)CC3)C2)no1 (stereo unspecified)	-0.03	i
Cc1ccccc1C(=O)Nc1ccccc1C(=O)N/N=C\c1ccco1	0.35	i
CN(NC(=O)COc1ccccc1)c1ccccc1	-1.1	i
COc1ccc2[nH]c(=O)c(CN(Cc3ccccc3)C(=S)NCC3CCCO3)cc2c1 (stereo unspecified)	-0.59	i
CCOC(=O)c1c(C)[nH]c(C(=O)CC(=O)OC)c1C	0.15	i

Complete entries as entered above. Order of screens: Kir21 inh, KCNQ2 inh
Results for Cc1ccccc1C(=O)Nc1ccccc1C(=O)N/N=C\c1ccco1 : 0.35, i
Results for CCc1cc(C(=O)N2CCCC(CCC(=O)N3CCN(c4ccccn4)CC3)C2)no1 (stereo unspecified) : -0.03, i
Results for CN(NC(=O)COc1ccccc1)c1ccccc1 : -1.1, i
Results for CCOc1cc(C)nc(N2CCN(C3CCCCC3)CC2)n1 : 2, i
Results for COc1ccc(CCNC(=O)CC2SC(=NCCc3ccccc3)NC2=O)cc1OC (stereo unspecified) : 2.6, i

The listing continues.
SMILES	Kir21 inh	KCNQ2 inh
C=CCN(CC=C)C(=O)C(=O)c1ccn(-c2c(C)csc2C(=O)OC)c1	-1.4	i
CC(=O)Oc1ccc(C(=O)[C@H]2[C@H]3C(=O)N(c4ccc(C)cc4C)C(=O)[C@H]3[C@@H]3C=CC=NN32)cc1	-0.29	i
O=C(N/N=C/c1ccc(F)cc1)c1ccc(Br)cc1	0.34	i
CC1CC(=O)Nc2ccccc2S1(=O)=O (stereo unspecified)	0.24	i
CCOC(=O)Cn1cc(/C=N/NC(=O)c2cc3ccccc3o2)c2ccccc21	1.3	i
CCn1c(NCc2ccco2)nc2ccccc21	-1.7	i
NNC(=O)c1cccc(Cn2cc(Br)c([N+](=O)[O-])n2)c1	2.4	i
CCOC(=O)c1c(O)c2ccccc2oc1=O	1.9	i
COc1ccc(-c2ccc(C#N)c(SCC(=O)OCc3ccccc3)n2)cc1OC	0.26	i
CCOC(=O)N1CCN(C(=O)C(=O)c2cn(CC(=O)N3CCCCCC3)c3ccccc23)CC1	0.05	i
O=C(CCn1c(=S)[nH]c2ccccc2c1=O)N1CCOCC1	-1.6	i
COc1ccc(COC(=O)c2ccc(Cl)c(S(=O)(=O)N3CC(C)OC(C)C3)c2)cc1 (stereo unspecified)	1.1	i
CC(=O)N/C(=C\c1ccccc1)C(=O)OCC(=O)NC(C)C12CC3CC(CC(C3)C1)C2 (stereo unspecified)	0.06	i
CC(C)N(C(=O)CSc1nc2ccccc2c(=O)[nH]1)C(C)C	1.8	i
CC(C)(C)NCC(O)COc1cccc2[nH]c(=O)[nH]c12 (stereo unspecified)	1.5	i
CCCn1c(SCC(=O)NC(=O)NC(C)(C)C)n[nH]c1=O	-0.47	i
CCC(Sc1nc(C)cc(C)n1)C(=O)Nc1ccc(S(N)(=O)=O)cc1 (stereo unspecified)	-0.89	i
COc1ccccc1NC(=O)C1CC(C(C)C)OC1=O (stereo unspecified)	-1.4	i
CCC(=O)Oc1ccc(-c2nc(-c3cccnc3)no2)cc1	3.3	i
COc1ccc(N2CCN(C(=O)Cc3coc4cc(C)ccc34)CC2)cc1	1.1	i
C/C(=N\NC(=O)C1(C)CC1(Br)Br)c1cccc(NC(=O)c2ccc(C)o2)c1 (stereo unspecified)	-1.6	i
CCOC(=O)c1c(C)[nH]c(C)c1S(=O)(=O)NCc1ccc(OCC)cc1	-1.1	i
CCc1sc2nc(SCC(=O)Nc3cc(C)on3)n(-c3cccc(OC)c3)c(=O)c2c1C	2	i
COc1ccc(/C=N/NC(=O)c2ccncc2)cc1CN1CCCc2ccccc21	0.94	i
O=C(Nc1ccc(C(=O)N2CCN(c3ccccc3F)CC2)cc1)C1=CSCCO1	0.03	i
O=C1C(Cl)=C(Nc2ccc(F)cc2)C(=O)N1CCc1ccccc1	0.17	i
COc1cc(-c2nnc(COC(=O)CSCC(=O)Nc3cc(C)on3)o2)cc(OC)c1OC	-0.01	i
Cc1onc(-c2ccccc2Cl)c1C(=O)N(Cc1nc(-c2ccccc2)no1)C1CCCCC1	0.94	i
CN(C)/C=C(/C(=O)c1ccccc1Cl)S(=O)(=O)c1ccccc1	1.1	i
COc1cc(/C=C2/C(=O)NN(c3cccc(Cl)c3)C2=O)cc(Br)c1O	0.81	i
Cc1cc(C)nc(-n2cc(C(=O)c3cc(F)ccc3O)cn2)n1	-0.19	i
CC(=O)c1cc2c(cc1NC(=O)CN1CCC(Cc3ccccc3)CC1)OCO2	1.7	i
COc1ccc(S(=O)(=O)N2CCCCCC2)cc1NC(=O)c1c2c(nc3ccccc13)CCN(Cc1ccccc1)C2	0.32	i
Cc1ccc2nc(C(=O)N3CCc4c([nH]c5ccccc45)C3c3ccccn3)cn2c1 (stereo unspecified)	0.04	i
COc1ccc(OC)c(NC(=O)C2CCCN(S(=O)(=O)c3c(C)noc3C)C2)c1 (stereo unspecified)	-0.28	i
C=C(C)C(=O)Nc1cccc(C2=NOC3(C2)C[C@@H](C(N)=O)N(C(=O)C(=C)C)C3)c1 (stereo partly specified)	0.91	i
Cc1nnc2nc(-c3ccccc3)nc(-c3ccccc3)n12	-0.01	i
COc1ccc(CCC(=O)NCC(=O)OCc2ccccc2)cc1	1.3	i
CSc1ccccc1C(=O)Nc1cc(C)cc(C)c1	-1	i
O=C(NCc1ccco1)c1nc2ccccc2s1	-0.13	i

Fetched by compound from the list above (6):
SMILES	Kir21 inh	KCNQ2 inh
CC(=O)c1cc2c(cc1NC(=O)CN1CCC(Cc3ccccc3)CC1)OCO2	1.7	i
Cc1nnc2nc(-c3ccccc3)nc(-c3ccccc3)n12	-0.01	i
O=C(NCc1ccco1)c1nc2ccccc2s1	-0.13	i
COc1ccc(S(=O)(=O)N2CCCCCC2)cc1NC(=O)c1c2c(nc3ccccc13)CCN(Cc1ccccc1)C2	0.32	i
CSc1ccccc1C(=O)Nc1cc(C)cc(C)c1	-1	i
C=C(C)C(=O)Nc1cccc(C2=NOC3(C2)C[C@@H](C(N)=O)N(C(=O)C(=C)C)C3)c1 (stereo partly specified)	0.91	i

(cont.)
SMILES	Kir21 inh	KCNQ2 inh
CC(C)(C)NC(=O)/C(=C\c1ccco1)NC(=O)c1cccs1	0.92	i
CC(=O)c1c(O)c2ccccc2n(Cc2ccccc2)c1=O	0.07	i
NS(=O)(=O)c1cccc(NC(=O)CC23CC4CC(CC(Br)(C4)C2)C3)c1	-0.62	i
C=CCC(c1ccccc1F)N(CCN1CCOCC1)C(=O)Nc1cccc(Cl)c1 (stereo unspecified)	-0.26	i
O=C(CCNC(=O)c1ccc(Br)cc1)Nc1nccs1	-0.61	i
O=C(Nc1ccc(C(F)(F)F)cc1)c1ccc2ncsc2c1	-0.79	i
COc1ccc(NC(=O)Cn2cccc2)c(OC)c1	-0.57	i
COc1ccc(-c2noc(COc3ccc4ccccc4c3Br)n2)cc1OC	-0.84	i
CCN(CC)C(=O)CCSc1nnc(-c2ccncc2)o1	0.42	i
O=C(CSc1nc2ccccc2c(=O)n1Cc1ccc(C(=O)NC2CC2)cc1)NCc1ccco1	0.01	i
Cc1ccc(S(=O)(=O)N(CC(=O)NC2CC2)c2ccc(C)c(Cl)c2)cc1	-0.82	i
O=C(CCc1ccccc1)Nc1ccc(NC(=O)C2CCCCC2)nc1	-0.92	i
CN(C)S(=O)(=O)N1CCN(S(=O)(=O)N(C)C)CC1	-0.42	i
Cc1ccc(S(=O)(=O)N2CCOCC2)cc1NC(=O)COC(=O)C1=COCCO1	-0.48	i
CCCCN(Cc1ccccc1)C(=O)C1CCN(S(=O)(=O)c2c(C)noc2C)CC1	-0.2	i
CCO[C@H]1OC(C(=O)N2CCN(C)CC2)=C[C@@H](c2coc3ccccc3c2=O)[C@@H]1CCCO	-0.01	i
Cc1cc(C)nc(N2CCCC(C(=O)Nc3nnc(C(C)(C)C)s3)C2)n1 (stereo unspecified)	-0.66	i
COc1ccc(N2CCN(C(=O)COc3ccc4c(C)cc(=O)oc4c3)CC2)cc1	-0.08	i
COc1ccccc1Nc1nc(-c2cccc([N+](=O)[O-])c2)cs1	1.9	i
Cc1ccc(-c2oc3ccccc3c(=O)c2O)cc1	2.7	i
O=C(Nc1ncc2c(n1)CC(c1ccc(Cl)cc1)CC2=O)c1ccco1 (stereo unspecified)	1.4	i
O=C(Cc1ccccc1)NC1CCN(Cc2ccccc2)CC1	0.96	i
CNC(=S)N1CCC(Cc2ccccc2)CC1	1.5	i
c1ccc(-c2csc(NC3CCCCC3)n2)cc1	-0.64	i
CSc1nc(=O)n(-c2ccccc2)c(C)c1C(C)=O	-0.77	i
C=CCNC(=S)Nc1ccc(Br)cc1F	1	i
COC(=O)c1cc(NC(=O)CSc2nncn2C)cc(C(=O)OC)c1	1.4	i
CN1CCN(C(CNC(=O)Nc2ccc(Cl)cc2)c2ccc(F)cc2)CC1 (stereo unspecified)	-0.96	i
C=CCn1c(SCC(=O)Nc2ccc3c(c2)CCC3)nc2ccccc2c1=O	0.52	i
C/C(=N\Nc1ncc(Cl)cc1Cl)c1cccs1	-0.65	i
COc1cc(NC(=O)c2ccccc2)c(OC)cc1NC(=O)Cc1cccs1	-0.42	i
COc1cccc(C(C(=O)NC(C)(C)C)N(CCC(C)C)C(=O)CCC(=O)Nc2cc(C)on2)c1OC (stereo unspecified)	1.2	i
COc1ccc(CNC(=O)C(C)N2CCN(c3ccc(C(C)=O)cc3)CC2)cc1 (stereo unspecified)	-1.5	i
COc1ccc(NC(=O)C2CCC(=O)N2)cc1 (stereo unspecified)	-3.8	i
COc1ccccc1C(=O)NC(=O)COC(=O)c1ccc(Cl)nc1	-0.05	i
NC(=O)CSc1nnc(COc2ccccc2)n1N	-0.49	i
O=C(CCCOc1ccc(Cl)cc1)NC1CCCCC1	-0.64	i
CN(C(=O)COc1cc(C(F)(F)F)nn1C)c1ccccc1	2.4	i
O=c1ccc2cc(S(=O)(=O)N3CCN(c4ccccc4F)CC3)ccc2o1	1.1	i
Cc1ccc(S(=O)(=O)N2CCN(C(=O)C(C)Cn3nc(C)c(C)c3C)CC2)cc1 (stereo unspecified)	0	i
Cc1c(NC(=O)c2cc(CC(C)C)on2)c(=O)n(-c2ccccc2)n1C	-0.08	i
O=C1CCN(Cc2ccc(Br)cc2)CCN1CCO	-0.11	i
O=C(c1cnn2cccnc12)N1CCN(c2ccccc2)CC1	1.3	i
Cc1cc(OCC(=O)N(Cc2ccccc2)C2CCS(=O)(=O)C2)ccc1Cl (stereo unspecified)	-0.29	i
O=C(CSc1ccc2nnc(-c3ccccn3)n2n1)Nc1ccc2c(c1)OCCO2	2.2	i
COc1ccc(CCC(=O)NCc2ccco2)cc1	2.2	i
O=S1(=O)CCC(N=Cc2ccc(-c3ccc(Cl)cc3)o2)C1 (stereo unspecified)	-0.46	i
Cc1ccc2c(c1)N(CC(=O)NCc1cccnc1)C(=O)CO2	-1.4	i
Cc1cc(Cl)cc(Br)c1OCCCNCC(C)O (stereo unspecified)	-9.3*	i
Cc1cccc(-c2nnc(N)s2)c1	-1.6	i
Going on with the list:
SMILES	Kir21 inh	KCNQ2 inh
Cc1ccc(/C=C2/NC(=O)N(Cc3ccccc3)C2=O)s1	-1	i
N#C/C(=C\c1ccncc1)c1nc2ccccc2[nH]1	-1.5	i
Cc1ccc(S(=O)(=O)N2CC(=NN=C(N)N)C2)cc1	0.28	i
CCOC(=O)c1sc2ncn(C(C)C(=O)OCC)c(=O)c2c1C (stereo unspecified)	0.45	i
COc1ccc(-c2nnc(Nc3ccc(S(=O)(=O)Nc4nccs4)cc3)c3ccccc23)cc1	-0.8	i
O=C(CCC1CCCC1)Nc1cccn(Cc2ccccc2Br)c1=O	0.33	i
Cn1c(N)c(C(=O)COC(=O)C(Cc2ccccc2)NC(=O)c2ccccc2)c(=O)n(C)c1=O (stereo unspecified)	-0.58	i
Clc1ccc(-c2noc(CSc3nnc(-c4ccncc4)n3-c3ccccc3)n2)cc1	-1.2	i
COc1ccc(C(=S)N2CCOCC2)cc1OC(=O)c1ccccc1	-1.6	i
Cc1ccccc1C(=O)NNC1=NCCC1	0.75	i
O=C(NCc1cccnc1)c1ccc(Cl)c(Cl)c1	0.12	i
CNc1ccc(OC)cc1-n1cnc(-c2ccc([N+](=O)[O-])cc2)c1	-0.5	i
COc1ccc(-c2oc3cccnc3c2C#CC2(O)CCCCC2)cc1	0.74	i
Nc1nnc(SCc2nc3scc(-c4ccccc4)c3c(=O)[nH]2)s1	-2.4	i
CC(C(=O)NCC1CCCCC1)N1CCN(S(=O)(=O)c2ccccc2F)CC1 (stereo unspecified)	-0.12	i
COc1ccc(C2CC3(CC(C)(C)NC(=O)N3)Oc3cc(O)ccc32)cc1 (stereo unspecified)	0.31	i
Cc1ccc(C(=O)OCC(=O)NCCNC(=O)COC(=O)c2ccc(C)s2)s1	0.96	i
Cc1nc(SCC(=O)NCc2ccccc2)c2c(=O)n(C)c(=O)n(C)c2n1	-0.92	i
CCN(CC)CCn1c(NCc2ccccn2)nc2ccccc21	-0.03	i
NC(N)=Nc1nc2ccc([N+](=O)[O-])cc2[nH]1	-1.6	i
O=C(/C=C/c1ccc(Cl)cc1)Nc1ccc(N2CCOCC2)cc1	-0.14	i

Some of these compounds in order of SMILES length, rising:
SMILES	Kir21 inh	KCNQ2 inh
CCN(CC)CCn1c(NCc2ccccn2)nc2ccccc21	-0.03	i
O=C(/C=C/c1ccc(Cl)cc1)Nc1ccc(N2CCOCC2)cc1	-0.14	i
Nc1nnc(SCc2nc3scc(-c4ccccc4)c3c(=O)[nH]2)s1	-2.4	i
